Assay outcomes: PubChem, The Scripps Research Institute Molecular Screening Center
M1 PAM – potentiates human M1 receptor response to acetylcholine; P11229; CHO-K1 hM1, Fluo-8 calcium fluorescence, ACh EC20; 0% = ACh EC20, 100% = maximal ACh; activation, % at 3 µM; hit rate 0.088% among 360,000; in the data active means activation above about 19%, passing the limit was not always enough
Target sequence (P11229 whole entry, looked up): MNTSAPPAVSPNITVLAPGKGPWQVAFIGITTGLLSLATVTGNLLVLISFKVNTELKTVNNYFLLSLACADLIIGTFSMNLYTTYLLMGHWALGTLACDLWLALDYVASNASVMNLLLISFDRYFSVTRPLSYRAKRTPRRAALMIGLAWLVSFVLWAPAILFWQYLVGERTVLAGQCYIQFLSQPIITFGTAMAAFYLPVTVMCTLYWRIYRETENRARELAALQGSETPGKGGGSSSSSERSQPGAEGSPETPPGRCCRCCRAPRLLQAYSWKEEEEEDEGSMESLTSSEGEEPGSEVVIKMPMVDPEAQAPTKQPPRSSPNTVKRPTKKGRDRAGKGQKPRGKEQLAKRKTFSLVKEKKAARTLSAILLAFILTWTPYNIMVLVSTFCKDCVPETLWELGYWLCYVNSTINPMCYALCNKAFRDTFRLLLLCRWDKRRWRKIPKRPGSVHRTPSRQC
CHO parental Ca – counter-screen for OX1R antagonists: effect in parental CHO cells. parental CHO-K1, ATP-induced calcium, Fluo-8 fluorescence. inhibition, % at 5.6 µM. hit rate 0.63% among 330,000. AID 463079;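 active means inhibition above that plate's mean sample inhibition plus 3 SD, cut at about 26% in these data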;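 further: 0% = ATP-challenged DMSO wells and 100% = DMSO wells without ATP; some compounds past the cut are filed as inactive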
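Test system: parental CHO cells; detection: calcium-sensitive Fluo-8 fluorescence; evaluation: percent inhibition of calcium signal; also added: ATP as calcium-mobilizing challenge; repeats: one well per compound; control set: ATP-challenged DMSO wells low, unchallenged DMSO wells high; compound: single nominal dose of 5.6 µM per compound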
M1 antag – human CHRM1 antagonism. P11229. CHO-K1 hM1, Fluo-8 calcium fluorescence, ACh EC80 antagonist. inhibition, % at 3 µM. hit rate 1.3% among 360,000;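 active means percent inhibition above its own plate's cutoff, namely the mean of that plate's compound wells plus 3 SD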;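 further: peak over basal fluorescence ratio during 140 s after agonist addition; 0% = ACh EC80 plus DMSO and 100% = DMSO alone without agonist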
CHO-K1 Ca antag – M1 antagonist counterscreen hit in parental CHO-K1 cells. inhibition, % at 3 µM. hit rate 0.6% among 360,000. AID 602250. ATP-induced calcium, Fluo-8 fluorescence;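 active means inhibition above a per-plate cutoff, the plate's mean sample inhibition plus 3 SD, cut at about 24% in these data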;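 further: 0% = DMSO plus EC80 ATP and 100% = DMSO alone without ATP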
TAAR1 agonist – human TAAR1 agonism | AID 624467 | CHO RD-HGA16 TAAR1, Fluo-8 calcium fluorescence; vehicle wells 0%, saturating PEA agonist 100% | activation, % at 3 µM | hit rate 0.99% among 360,000 | Q96RJ0;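 active means activation above the mean activation of all test compounds in the run plus 3 SD, cut at about 38% in these data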
Target sequence (Q96RJ0 whole entry, looked up): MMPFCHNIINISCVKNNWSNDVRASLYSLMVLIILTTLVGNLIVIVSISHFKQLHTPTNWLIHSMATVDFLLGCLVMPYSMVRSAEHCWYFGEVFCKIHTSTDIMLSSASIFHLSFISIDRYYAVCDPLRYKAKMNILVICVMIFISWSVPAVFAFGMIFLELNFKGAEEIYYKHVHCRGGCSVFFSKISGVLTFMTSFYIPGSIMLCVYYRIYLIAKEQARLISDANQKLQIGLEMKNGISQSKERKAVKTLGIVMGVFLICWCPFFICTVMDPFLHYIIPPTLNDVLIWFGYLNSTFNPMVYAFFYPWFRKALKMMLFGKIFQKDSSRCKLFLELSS
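Test system: RD-HGA16 (CHO) cells co-expressing Gα16 and hTAAR1 | Doses: Single dose, 3 µM | Schedule: 17-24 h seeding, 75 min 37 °C dye, 30 min RT | Evaluation: % activation from peak over basal fluorescence ratio, DMSO-to-PEA scaled | Technique: Kinetic Fluo-8 calcium fluorescence | Benchmarks: Low control DMSO, high control PEA (EC100)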
M1 PAM parental – nonselective activator or artifact in parental CHO-K1 calcium assay | AID 602247 | activation, % at 3 µM | hit rate 0.02% among 360,000 | ATP EC20, Fluo-8 calcium fluorescence; 0% at ATP EC20, 100% at ATP max;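 active means activation above the run cutoff, the mean activation of all test compounds plus 3 SD, cut at about 40% in these data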;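 further: peak over basal fluorescence ratio in a 140 s read after ATP addition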
CHRM1 agonist – activates human CHRM1 receptor | CHO-K1 hM1, Fluo-8 calcium fluorescence, agonist mode; 0% DMSO, 100% acetylcholine EC100 | P11229 | hit rate 0.33% among 360,000 | activation, % at 3 µM | AID 588814;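 active means activation above the run's mean compound activation plus 3 SD, cut at about 16% in these data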;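 further: peak over basal fluorescence ratio within a 140 s kinetic read after compound addition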
M1 ag parental – nonselective activator or artifact in parental CHO-K1 cells; Fluo-8 calcium fluorescence; scaled to maximal ATP response, vehicle zero; activation, % at 3 µM; hit rate 0.48% among 360,000; AID 602248; in the data active means activation above about 15%;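 further: untransfected CHO-K1 host cells lacking M1 receptor as counterscreen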
TAAR1 antag – antagonists of human TAAR1; inhibition, % at 3 µM; CHO RD-HGA16 TAAR1, Fluo-8 calcium fluorescence, antagonist; hit rate 1.5% among 360,000; Q96RJ0;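 active means inhibition above a per-plate cutoff, the mean inhibition of test compounds on that plate plus 3 SD, cut at about 49% in these data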;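 further: 0% = DMSO plus EC80 beta-PEA response and 100% = DMSO alone without agonist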
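Assay system: CHO-derived RD-HGA16 cells stably expressing human TAAR1 plus Gα16. Timing: 140 s kinetic read after compound, 140 s after agonist. Technique: kinetic Fluo-8 calcium fluorescence measurement. Measure: % inhibition of agonist calcium response.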
Numbers without * were called inactive; nt = not tested or not shown.

SMILES	M1 PAM	CHO parental Ca	M1 antag	CHO-K1 Ca antag	TAAR1 agonist	M1 PAM parental	CHRM1 agonist	M1 ag parental	TAAR1 antag
CCC(=O)Nc1nnc(S(=O)(=O)N2CCCCCC2)s1	16	0	-17	-10	4	10	5	0.4	-6
O=c1[nH]c(-c2ccccc2F)nc2c1sc(=S)n2Cc1ccccc1	-4	6	1	-8	4	26	-3	0.7	-4
O=C(O)Cn1cnc2c(oc3ccccc32)c1=O	1	2	3	5	1	-13	-1	-0.1	-35
C=CCNC(=O)/C(C#N)=C/c1c(N2CCN(c3ccccc3)CC2)nc2c(C)cccn2c1=O	8	-16	-10	1	2	9	-7	1.1	14
COCCn1c(SCC(=O)NNC(=O)c2ccccc2)nc2ccccc21	13	-6	-28	-13	5	7	-5	1.0	-3
CCc1ccc(C(=O)COC(=O)C(CCSC)NC(=O)c2ccccc2)cc1 (stereo unspecified)	-8	-19	12	0	5	-9	-5	2.5	25
CC1(N2CCOCC2)C(=O)c2ccccc2C1=O	10	-12	-5	4	5	-5	-5	-0.1	-6
CCc1cccc(CC)c1NC(=O)CSc1nc2ccc(N3C(=O)C4C5C=CC(C5)C4C3=O)cc2s1 (stereo unspecified)	-4	1	1	-3	4	10	1	3.3	32
O=C(Cn1c(=O)n(-c2ccccc2)c(=O)n1CC(=O)N1CCCCC1)N1CCCCC1	8	-10	-9	5	16	-1	-3	0.0	0
CC(C)n1c(/N=C/c2ccccc2O)nc2ccccc21	7	-6	-4	-2	-1	5	-1	-0.5	6
NC(c1csc(NC(=O)Nc2cccc(Cl)c2)n1)C1CCCCC1 (stereo unspecified)	8	nt	-3	0	30	13	4	1.5	30
COc1ccc(CCCc2n[nH]c(=S)o2)cc1	4	13	-2	-1	3	2	-1	0.1	-13

Looked up one by one from the list above:
SMILES	M1 PAM	CHO parental Ca	M1 antag	CHO-K1 Ca antag	TAAR1 agonist	M1 PAM parental	CHRM1 agonist	M1 ag parental	TAAR1 antag
CCC(=O)Nc1nnc(S(=O)(=O)N2CCCCCC2)s1	16	0	-17	-10	4	10	5	0.4	-6
NC(c1csc(NC(=O)Nc2cccc(Cl)c2)n1)C1CCCCC1 (stereo unspecified)	8	nt	-3	0	30	13	4	1.5	30
COCCn1c(SCC(=O)NNC(=O)c2ccccc2)nc2ccccc21	13	-6	-28	-13	5	7	-5	1.0	-3
C=CCNC(=O)/C(C#N)=C/c1c(N2CCN(c3ccccc3)CC2)nc2c(C)cccn2c1=O	8	-16	-10	1	2	9	-7	1.1	14
CC(C)n1c(/N=C/c2ccccc2O)nc2ccccc21	7	-6	-4	-2	-1	5	-1	-0.5	6

Next results.
SMILES	M1 PAM	CHO parental Ca	M1 antag	CHO-K1 Ca antag	TAAR1 agonist	M1 PAM parental	CHRM1 agonist	M1 ag parental	TAAR1 antag
CSCCC(NC(=O)c1ccccc1)C(=O)N/N=C(\C)c1ccccc1 (stereo unspecified)	6	-13	-3	1	10	6	-5	-0.3	-14
Cc1nc2ccccc2n1CC(=O)OCC(=O)N1CCC(C)CC1	-6	-7	6	1	3	-9	3	2.5	16
O=C(CN1C(=O)NC2(CCc3ccccc32)C1=O)NCC(=O)Nc1ccc(F)cc1 (stereo unspecified)	8	0	-14	-18	0	4	1	0.3	0
Cc1cc(C(=O)NCCCN(C)C)c2ccccc2n1	-3	nt	6	-12	4	-4	-8	0.0	9
CCC1CCCCN1CCCNC(=O)CC1Oc2ccc(C)cc2NC1=O (stereo unspecified)	-26	-4	41*	21	1	-10	-14	-0.2	-19
CCOc1cc(C#N)ccc1OCC(=O)NNC(=O)CC1CCS(=O)(=O)C1 (stereo unspecified)	0	nt	6	-6	0	13	-2	0.9	10
COC(=O)[C@H](CCSC)NC(=O)Cn1cnc2c(NCc3ccccc3)ncnc21	3	-7	-11	-4	2	9	1	0.5	20
CC(=O)c1cnc(Nc2cccc(C)c2)s1	15	-19	-6	-9	0	-4	-11	-0.4	-9
C=CCOC(=O)C1=C(C)N=C2SCCC(=O)N2C1c1ccc(OC(=O)c2ccco2)cc1 (stereo unspecified)	5	2	-10	-4	18	16	-4	2.7	28
CN=C1SC(CC(=O)Nc2ccc(F)cc2F)C(=O)N1/N=C/c1ccc(OC(F)F)c(OC)c1 (stereo unspecified)	10	-17	-4	4	3	16	-6	0.3	11
O=c1[nH]c(=S)[nH]c2sc3c(c12)CCCCCC3	15	-9	-22	-9	0	21	-1	0.8	-4
CCOC(=O)N1CCN(C(=O)COc2ccc(S(=O)(=O)NC3CCCCC3)cc2C)CC1	-4	-12	-6	-3	5	0	-3	3.0	20
O=C1CC(c2ccccc2)n2nc(N3C(=O)c4ccccc4C3=O)nc2N1 (stereo unspecified)	2	-6	-24	-2	9	14	-2	0.2	2
Cc1ccc(C2CC(=O)c3cnc(N4CCN(c5ccccc5)CC4)nc3C2)cc1 (stereo unspecified)	6	4	0	-3	7	18	-5	2.3	-9
N=C(N)SCc1ccc(Cl)cc1Cl	-4	-4	3	17	58*	-12	-8	2.4	32
COC(=O)c1ccc(/C=N\NC(=O)c2c(C)nc3ccc(Cl)cn23)cc1	9	1	-13	-10	nt	18	-2	0.5	nt
CCOC(=O)C1(C)CCN1C(=O)c1ccc(OC)c(C(F)(F)F)c1 (stereo unspecified)	3	nt	-4	-3	0	3	-2	0.3	-3
CN(C)C(=O)c1nnc(Cc2ccc(Cl)cc2)o1	2	-12	-6	-2	0	15	-2	-0.2	0
Cc1ccccc1C(=O)Nc1nnc(CC(=O)N/N=C/c2ccncc2)s1	13	-3	-20	-1	0	5	-3	0.3	4
COCCCNC(=O)Cn1nnc(-c2ccc(NC(=O)c3ccc(F)cc3)cc2)n1	-1	-8	6	-9	4	-5	-1	-0.3	-1
CC(Cc1ccccc1)Nc1ncnc2c1ncn2C1OC(CO)C(O)C1O (stereo unspecified)	-5	2	1	-3	2	12	-2	0.0	-11
COc1ccc(OC)c(NC(=O)c2cc(S(=O)(=O)N3CCCCC3)c[nH]2)c1	11	4	-18	-5	nt	20	1	1.2	nt
N#C/C(=C\c1cccnc1)c1nc2ccccc2[nH]1	7	-7	-3	-17	1	22	-4	1.6	-16
COc1cccc(N2CCN(C(c3ccccn3)c3nnnn3C(C)(C)C)CC2)c1 (stereo unspecified)	0	-1	5	-7	5	-6	-2	0.2	2
O=C(NC1CC1)c1cc(Cl)nc2ccccc12	6	nt	-8	10	0	-16	-1	0.2	-21
FC(F)(F)c1cc(-c2ccccc2)nc(NCC2CCCO2)n1 (stereo unspecified)	2	-14	-7	-12	7	0	-3	0.2	7
Clc1ccc(C2=Nn3c(Cn4nnc5ccccc54)nnc3SC2)cc1	8	-41	-13	-10	0	23	-4	1.6	-17
Cc1nnsc1Sc1cccc(C(F)(F)F)c1	10	10	-1	-2	nt	20	-5	0.3	nt
Nc1nnc(CSCc2ccc(Cl)cc2)s1	-4	-7	11	15	-1	-7	-4	-0.1	-3
CCOC(=O)/C(C#N)=C1/C=CN(C)C=N1	10	-4	-10	-9	1	24	-2	0.9	13
O=C(Cc1ccccc1)N/N=C/c1ccc2c(c1)OCO2	11	5	-1	-3	8	10	-2	1.6	3
Cc1ccc(S(=O)(=O)N2CCCCC2)cc1NC(=O)C1CCCO1 (stereo unspecified)	14	-30	2	13	3	-2	0	-0.1	-15
C/C(=N/OC(=O)C1CC12CCC2)c1ccc(Br)cc1 (stereo unspecified)	-2	-13	6	-11	-1	18	-7	-0.1	1
CCC(=O)N/C(=N/c1nc(C)cc(C)n1)Nc1ccc(C)cc1	24	-8	-26	0	3	3	-1	0.8	-8
Nc1cc(-c2nn[nH]n2)ccc1F	14	-14	-52	2	9	9	4	0.6	-9
O=C(COC(=O)CCOc1ccccc1)Nc1ccc(Cl)cn1	-1	7	-16	14	-1	9	1	-0.1	-3
S=C(NCc1ccccc1)Nc1ccc2ccccc2c1	-6	nt	8	15	1	-11	-1	1.6	15
Cc1ccc(NC(=O)CSc2ccc3nnc(-c4cccnc4)n3n2)cc1	7	-13	-6	-8	-1	11	-5	0.8	1
COc1cc(OC)cc(-c2noc([C@@H]3O[C@H](CO)[C@@H](O)[C@H]3O)n2)c1	10	nt	-17	-9	1	14	-1	-0.1	-7
COC(=O)CCCCCCCCCC[N+]1(C)CCCCC1	-27	-4	64*	-3	0	16	-14	-0.4	-17
Cc1nn(-c2ccccc2)c2c1C(=O)N(Cc1ccccc1)C(=O)C(C)(C)C2	-3	-17	-30	-7	-2	8	-6	0.5	17
COc1ccc(-c2[nH]ncc2CNCCc2ncccc2C)cc1F	8	-14	3	1	5	14	-14	0.8	-5
OCC1OC(n2cnc3ccccc32)CC1O (stereo unspecified)	-1	2	4	-15	1	-17	-2	0.3	7
Cc1ccc(C)c(CSc2nnc([C@@H]3CCCN3)o2)c1	5	-4	-9	-26	1	-9	-7	0.3	-7
O=C(c1ccccc1)c1ccc2c(c1)OCCCO2	1	-15	4	-14	7	19	-6	1.0	-34
COc1c(/C=N/Nc2ccc([N+](=O)[O-])cc2[N+](=O)[O-])c(C)nn1-c1ccccc1	2	-2	-4	1	10	12	-4	-0.2	14
CC(=O)Nc1ccc(NC(=O)Oc2ccccc2)cc1	0	-9	-13	-15	5	-4	-3	0.2	5
COc1ccc(C(=O)Nc2cccc([N+](=O)[O-])c2)cc1Br	1	9	-8	0	19	13	-6	0.5	7
CCCCOc1ccc(N2C(=O)CC(NCc3ccncc3)C2=O)cc1 (stereo unspecified)	-1	-1	2	-7	2	18	-7	0.3	-8
Oc1ccccc1-c1nc(NC2CCCC2)c2ccccc2n1	-3	-15	4	-9	1	10	-5	1.7	36
COc1ccc(C(=O)CC(=O)c2ccccc2O)cc1	2	-6	-6	5	3	-11	-3	0.1	-17
CC(=O)N1CCN(c2nc3cc4c(cc3nc2NS(=O)(=O)c2ccccc2)OCCO4)CC1	2	-6	4	14	5	-4	-2	0.0	-7
COc1ccc(C(=O)O)cc1S(=O)(=O)N1CCCc2ccccc21	3	-6	16	0	7	9	2	1.0	-2
COc1ccc(NS(=O)(=O)c2ccc(C)c(C(=O)NCCCn3ccnc3)c2)cc1	4	nt	-10	-4	0	10	-7	0.4	-4
C=CC[C@H](CC(=O)NCCO)C(=O)NCCOC(=O)[C@@H](CC=C)CC(=O)OC(C)(C)C	3	-3	2	-5	5	4	3	-0.2	0
Cc1onc(-c2c(F)cccc2Cl)c1C(=O)NCc1ccc(S(N)(=O)=O)cc1	7	-8	-7	-12	1	-9	-3	0.4	-11
CCc1noc(C)c1C(=O)OCC(=O)N1CCc2ccccc21	13	-14	-16	-12	2	18	-3	0.4	-4
O=C(Cc1ccc(NC(=O)C2CCN(C(=O)C3CC3)CC2)cc1)Nc1ccc(C(=O)N2CCOCC2)cc1	11	nt	-12	-7	0	23	0	1.0	-6
S=C(Nc1cccc(Cl)c1Cl)Nn1cnnc1	6	2	-8	12	13	-7	-1	0.2	2
